Cneo AK release = Cryptococcus neoformans cell lysis inducers, primary screen, AK release luminescence, single concentration | C. neoformans lysis, adenylate kinase release luminescence, 4 h; normalised: neutral wells 0, clomiphene wells 100 | lysis activity, % at 15 µM | actives 0.2% (n = 360,000) | AID 651654, 2012;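 active = mean lysis activity across replicates of at least 80%, whatever share of replicates individually reach that level; inactive = mean lysis activity below 80%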
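Material – Cryptococcus neoformans yeast cells · Quantity – 5 × 10^6 yeast cells/mL · Buffer or medium – YPD medium · Compound – single dose · Timing – 4 h static compound exposure, 37 °C, read 1 h post-reagent · Signal – adenylate kinase release luminescence · Read-out basis – lysis from increased AK signal · Benchmarks – Clomiphene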
PGC1a acetyl inh = inhibitors of PGC1a acetylation signal, primary screen, cell-based, U2OS, AlphaScreen, inhibitor mode; AlphaScreen anti-acetyl-lysine; with virally co-expressed GCN5 acetyltransferase; inhibition, % at 15.6 µM; actives 0.17% (n = 350,000);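 active = every replicate shows inhibition of at least 40%; inconclusive = mean inhibition at least 40% but some replicate below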;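 also: 0% = neutral control wells and 100% = positive control wells; some results beyond the cut were filed as inactive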
miR-122 sensor = miR-122 Renilla sensor signal increase in Huh7, primary screen, miR-122 inhibitor project, cell-based, single point, plate reader; Huh7 miR-122 Renilla luciferase sensor, 48 h; neutral wells = 0, positive control = 100; AID 602342, 2012; activation (reporter increase), % at 12.5 µM; actives 0.3% (n = 340,000);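 active = mean replicate activation score at least 90 and every replicate individually at or above 90; inconclusive = only one of the two criteria met; inactive = neither criterion met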;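 also: higher luciferase means less miR-122 activity so hits act as miR-122 inhibitors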
EWS-Fli block = EWS/Fli-driven NR0B1 reporter inhibitors, primary screen, A673 cells, NR0B1 luciferase, luminescence, MLPCN library; AID 651661, 2012; actives 0.67% (n = 350,000); viability-normalised; inhibition, % at 12.6 µM;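 active = mean inhibition of at least 50% after viability correction, with every replicate also passing that limit; inconclusive = mean reaches 50% but only one of two replicates passes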;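 also: firefly luciferase signal divided by Alamar Blue viability fluorescence both relative to DMSO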
FN deposit inh = inhibitors of fibronectin matrix deposition, primary screen, AH1F cells, Alexa488-fibronectin fluorescence, plate reader; actives 0.086% (n = 350,000); inhibition, % at 12.6 µM; AID 743247, 2014; AH1F fibroblasts, overnight;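 active = mean inhibition across replicates of 30% or more, regardless of how many single replicates reach that level; inconclusive = mean under 30% yet at least half of replicates reach 30%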;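 also: positive control wells lacked labelled fibronectin entirely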
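Material: AH1F fibroblasts assembling fluorescent fibronectin matrix; amount: 10000 AH1F cells/well; medium: DMEM, 2% serum; reagent: Alexa488-fibronectin, 24 nM final in well; dosing: single compound dose, delivered by pin transfer; incubation: 1 h adhesion, overnight exposure; detection: fluorescence after three HBSS washes, excitation 485 nm, emission 525 nm; measure: fibronectin deposition inhibition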
Casp6 inh = human caspase-6 inhibitors, primary screen, biochemical, VEID-R110 fluorescence, single point, set 2. P55212. purified caspase-6, Z-VEID-R110 cleavage fluorescence. inhibition, % at 12.5 µM. actives 0.53% (n = 350,000);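 active = mean inhibition across replicates at least about 35%, with every replicate also reaching that limit, limit read from the data; inconclusive = only one of the two criteria met; inactive = neither criterion met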;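 also: 0% = median of neutral control wells and 100% = no fluorescence left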
Target sequence (P55212 24-179 limits assumed): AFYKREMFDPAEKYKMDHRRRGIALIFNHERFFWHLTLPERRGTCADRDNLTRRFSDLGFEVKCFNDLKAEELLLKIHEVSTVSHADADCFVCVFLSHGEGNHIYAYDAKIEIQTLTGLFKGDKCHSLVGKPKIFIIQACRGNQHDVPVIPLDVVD
Target sequence (P55212 194-293 limits assumed): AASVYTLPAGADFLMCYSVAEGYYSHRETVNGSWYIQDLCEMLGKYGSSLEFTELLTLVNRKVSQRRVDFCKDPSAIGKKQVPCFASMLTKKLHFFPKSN
PAX8 reporter = inhibitors of PAX8-driven TPO luciferase reporter, primary screen, RMG-I cells, single concentration; AID 652154, 2013; SteadyGlo, 24 h; inhibition, % at 12.6 µM; actives 1.2% (n = 360,000);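 active = mean replicate inhibition at least 60% with every replicate also reaching 60%; inconclusive = only one of the two criteria is met; inactive = mean below 60% and not all replicates reaching 60%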;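 also: luciferase light reporting Pax8 driven TPO promoter activity; plate controls were median of neutral control wells for no effect and mitoxantrone controls for full effect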
LGR2 antag = inhibitors of bursicon-induced LGR2 CRE-luciferase signal, primary screen, cell-based, HEK293, CRE-luciferase reporter, bursicon stimulation. Drosophila bursicon receptor LGR2 (rickets). bursicon-stimulated, 4 h. inhibition, % at 9.99 µM. actives 0.35% (n = 380,000). AID 720647, 2013;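 active = drop in luminescence signal, shown as inhibition above about 50% in the replicate tests, limit read from the data, passing the limit was not always enough; inconclusive = probably only some replicates passing the limit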;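 also: agonist challenge used bursicon conditioned medium at about half maximal strength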
Numbers without * were called inactive; ? = inconclusive; · = no result given; [ ] = another dose, or the depositor's remark.

Values run as follows: Cneo AK release	PGC1a acetyl inh	miR-122 sensor	EWS-Fli block	FN deposit inh	Casp6 inh	PAX8 reporter	LGR2 antag
NC(=O)CC[C@@H]1NC(=O)[C@H](CO)NC(=O)c2cc([N+](=O)[O-])cc(I)c2NCC[C@@H](C(N)=O)NC1=O
→ 0	4	-7	-4	-2	2	-1	·
Cc1ccc(S(=O)(=O)Nc2cccc(Oc3cnccn3)c2)cc1
→ ·	-6	23	5	-2	0	22	22
C[C@@H]1CN([C@@H](C)CO)C(=O)c2cc(NS(=O)(=O)c3cn(C)cn3)ccc2O[C@@H](C)CCCCO[C@H]1CN(C)S(=O)(=O)c1cn(C)cn1
→ 1	34	7[16.7 µM]	-12	-6	1	-7	-13
Cc1ccc(CN(C)C(=O)c2c(C)nn(-c3ccccc3)c2C)cc1
→ ·	-6	-7	-11	-12	-35	-9	0
Cn1c(=O)c2c(n(C)c1=O)n(C)c(=O)n2C
→ -1	7	4	-5	·	-4	·	·
CC(=O)Nc1cccc(C(=O)NC2CCCc3c2cnn3-c2cc(C)cc(C)c2)c1 (stereo unspecified)
→ 2	·	·	·	3	1	-31	-6
O=C(CNC(=O)c1cccs1)NCCN1CCN(c2ccccc2F)CC1
→ -1	4	-5	11	·	-9	·	-3
O=C(COc1cccnc1[N+](=O)[O-])NCc1ccco1
→ ·	·	·	9	-16	4	7	1
Cc1ccccc1C(=O)NNC(=O)Cc1ccccc1
→ 4	-9	-4	·	·	·	·	-5
Cc1cc(Cl)ccc1OCC(=O)NC1CCCC1
→ 1	2	-1	-44	·	1	·	-2
N#Cc1c(N)c(C(=O)c2ccccc2)n2c1CCCC2
→ 3	4	-25	-42	·	-4	·	0
CCCCOc1ccc(N2CC(C(=O)NCCc3ccc(OC)c(OC)c3)CC2=O)cc1 (stereo unspecified)
→ ·	·	·	-1	-1	·	9	15
Clc1ccc(-c2nc(-c3cc4cc(Cl)ccc4o3)cs2)cc1
→ 0	8	-1	-2	-1	-1	-5	14
Cc1ccccc1CN1CCC(CNC(=O)Nc2ccc(F)cc2F)CC1
→ -2	-4	-1	-3	7	-7	-1	-15
Cc1cccc(/C=N/NC(=O)CNc2cccc3ccccc23)n1
→ -1	-11	8	·	-5	·	-8	12
CC(=O)CCc1ccc(OCC(O)CNC2CCCc3ccccc32)cc1 (stereo unspecified)
→ ·	·	·	9	0	1	42	-8
CCCN1C(=O)C(Cc2nc3ccccc3c(=O)n2-c2ccccc2)c2ccccc21 (stereo unspecified)
→ ·	·	-9	·	13	·	16	-5
CCCS(=O)(=O)Nc1ccc(Nc2c3ccccc3nc3ccccc23)c(OC)c1
→ ·	-13	1	43	5	3	46	-3
C[C@@H]1CN([C@H](C)CO)C(=O)c2cc(NC(=O)Nc3ccccc3)ccc2O[C@@H](C)CCCCO[C@H]1CN(C)C(=O)c1ccccc1
→ 2	9	-7[16.7 µM]	15	-3	-5	2	-2
CCC(=O)N1CC2(C1)[C@@H](c1ccccc1)[C@@H](CO)N2C(=O)c1cccnc1
→ ·	-6	·	3	·	-1	-19	3
O=C(NCc1cccc(C(F)(F)F)c1)c1cccc(S(=O)(=O)N2CCN(Cc3ccccc3)CC2)c1
→ 1	·	-4	27	-2	2	26	14
CC(=O)N1c2ccc(S(=O)(=O)N3CCC(C(=O)N4CC(C)CC(C)C4)CC3)cc2CC1C (stereo unspecified)
→ -2	0	-4	-1	1	3	-1	-1
CCc1ccc2c(c1)NC(=O)C2(C)Cc1ccc(Cl)cc1 (stereo unspecified)
→ 1	1	-4	3	0	1	·	14
O=C(NCCOc1ccccc1)C1=CC=CN2CCS(=O)(=O)N=C12
→ 0	7	1	-11	1	0	·	0
O=C(CCN1CCCCC1)N[C@@H]1CC[C@@H](CCNC(=O)c2cc(Cl)cc(Cl)c2)O[C@H]1CO
→ -1	-2	·	0	1	-3	-7	30
Cc1ccc(S(=O)(=O)N2CCN(c3ccccc3)CC2)s1
→ -1	-23	2	6	-5	1	-5	16
COc1cc2c(cc1OC)C(C)N(CCc1ccc(Cl)cc1)CC2 (stereo unspecified)
→ -1	12	0	11	-9	-19	-1	21
C[C@H]1CN([C@@H](C)CO)C(=O)c2cc(NC(=O)CCCCCC(=O)Nc3ccccc3N)ccc2O[C@H]1CN(C)S(=O)(=O)c1ccccc1
→ ·	-3	·	22	·	4	·	-9
COC(=O)c1cc(S(=O)(=O)NCC2CCN(Cc3cc(C)ccc3C)CC2)cn1C
→ 1	·	-8	·	-3	-7	-8	4
CCn1cc(S(=O)(=O)Nc2nc3ccc(OC)cc3s2)cn1
→ 6	40	-14	·	-1	-3	6	-1
COc1cccc(C(=O)NC(=S)N2CCN(c3ccc(C(F)(F)F)cc3[N+](=O)[O-])CC2)c1
→ -2	-9	0	64*	·	0	1	2
COC(=O)C1=C(C)N(Cc2ccccc2)C(=NCCc2c[nH]c3ccccc23)N[C@H]1c1cccc(F)c1
→ -1	·	·	?	3	9	21	23
O=C(CNC(=O)c1ccc(Cl)cc1Cl)OCc1cn2cc(Br)ccc2n1
→ -2	-6	·	-4	4	1	12	-6
Cc1c(C(c2cc3c(cc2Br)OCO3)c2c(C)n(C)n(-c3ccccc3)c2=O)c(=O)n(-c2ccccc2)n1C
→ 2	-16	·	-3	·	3	·	-2
CC(=O)NC(=S)Nc1ccc(NC(=S)NC(=O)/C=C/c2ccco2)cc1
→ ·	·	·	18	-4	2	25	2
O=c1c2ccccc2nnn1Cc1ccccc1
→ ·	-1	-7	0	0	-4	24	3
COc1ccc(NC(=O)COc2cccc3c2CCN(C)C3=O)c(OC)c1
→ 1	5	9	·	·	-1	4	-18
CCC(=O)N1CC(=O)N2[C@H](C1)[C@H](c1ccc(-c3ccc(C#N)cc3)cc1)[C@@H]2CO
→ ·	-6	·	-3	0	0	·	7
CCOCCCNC(=O)C(NC(=O)c1ccc2c(c1)OCO2)c1ccccc1 (stereo unspecified)
→ -1	0	0	8	·	-1	5	-3
O=C(c1ccc(S(=O)(=O)NCC2CCCO2)cc1)N1CCN(c2ccccc2F)CC1 (stereo unspecified)
→ ·	·	20	11	-8	4	13	11
COCCn1nnnc1C(c1cc2cc(C)ccc2[nH]c1=O)N1CCN(C2CCCCC2)CC1 (stereo unspecified)
→ 1	3	-3	2	·	6	·	25
NC(=O)c1ccc(Nc2nnc(-c3ccc(O)cc3)c3ccccc23)cc1
→ ·	-13	·	-2	-11	-2	12	5
CCOc1ccc(NC(=O)CC2C(=O)N(c3cccc(OC)c3)C(=O)N2CCOC)cc1 (stereo unspecified)
→ -4	1	8	-7	-4	-7	-5	11
CC(=O)Nc1ccc(C(=O)OCC(=O)NCc2cccs2)cc1
→ ·	10	·	1	5	0	-9	9
C[C@H](O)C#Cc1ccc2c(c1)O[C@@H](CN(C)C(=O)Cc1ccccn1)[C@H](C)CN([C@@H](C)CO)S2(=O)=O
→ -2	1	2[16.7 µM]	0	·	2	·	-5
O=C(c1ccc(COc2ccc(Cl)cc2)o1)N1N=C(C(F)F)CC1(O)C(F)F (stereo unspecified)
→ 3	8	2	-4	0	3	-7	·
CCc1ccc2[nH]c3nc(SCCN4CCOCC4)nnc3c2c1
→ -4	-5	-2	-3	-3	-6	-28	-25
COc1ccc(NC(=O)c2ccc3c(c2)NC(=O)CS3)cc1S(=O)(=O)Nc1ccc(Br)cc1
→ 2	5	80	-17	·	5	-10	16
COc1ccc(CN(C)C(=O)c2cc(S(=O)(=O)N3CCCCCC3)ccc2OC)cc1OC
→ 2	-13	13	·	·	-82	7	-8
Cc1ccc(Cc2nnc3n(-c4cccc(C)c4)nc(C(=O)c4ccccc4)n3c2=O)cc1
→ 1	·	4	·	-1	·	-5	·
C/C(=N\Nc1ccccn1)c1ccc(OC(F)F)cc1
→ ·	·	·	-22	-3	-6	-45	-108
CCOc1cc(/C=N/Nc2nc(N3CCCC3)nc(N3CCCC3)n2)ccc1O
→ 1	-1	-2	·	-1	·	·	·
OC[C@@H]1[C@@H](c2ccc(-c3cccnc3)cc2)[C@@H]2CN(CC3CC3)CCCCN12
→ -3	-4	-6[16.7 µM]	2	·	1	-16	0
O=C(c1cccc(F)c1)N1CC(=O)N2[C@@H](CO)[C@@H](c3ccc(C#Cc4ccc(F)cc4)cc3)[C@@H]2C1
→ ·	6	·	6	·	2	·	2
OCCOCCNc1ncnc2c1c(-c1ccccc1)cn2-c1ccccc1
→ -1	-10	3	·	11	8	7	-15
CCOC(=O)C1CCN(C(=O)c2cccc(S(=O)(=O)Nc3ccc(C)cc3C)c2)CC1
→ ·	-5	·	-8	2	-3	14	19
CN(C)C(=O)C[C@@H]1C[C@@H]2c3cc(NC(=O)Nc4ccccc4F)ccc3O[C@@H]2[C@@H](CO)O1
→ 0	-3	7[16.7 µM]	-1	-14	-4	0	-1
COc1cccc(NC(=O)CN(C)C(=O)c2cc(C)on2)c1
→ 0	5	-3	0	-10	3	8	-15
C[C@@H]1CN([C@H](C)CO)C(=O)Cc2cc(NC(=O)c3ccncc3)ccc2O[C@@H]1CN(C)S(C)(=O)=O
→ 4	1	-7[16.7 µM]	2	·	0	-11	-1
COCC(=O)N1CCCC(C(=O)c2ccc(-c3ccccc3)c(F)c2)C1 (stereo unspecified)
→ ·	-6	·	-9	13	2	-4	-8

Reprinted at random: 2 compounds from above, in no set order.
Values run as follows: Cneo AK release	PGC1a acetyl inh	miR-122 sensor	EWS-Fli block	FN deposit inh	Casp6 inh	PAX8 reporter	LGR2 antag
COc1cccc(NC(=O)CN(C)C(=O)c2cc(C)on2)c1
→ 0	5	-3	0	-10	3	8	-15
Cc1ccc(Cc2nnc3n(-c4cccc(C)c4)nc(C(=O)c4ccccc4)n3c2=O)cc1
→ 1	·	4	·	-1	·	-5	·

New compounds follow.
Values run as follows: Cneo AK release	PGC1a acetyl inh	miR-122 sensor	EWS-Fli block	FN deposit inh	Casp6 inh	PAX8 reporter	LGR2 antag
CCOc1cc(/C=N/NC(=O)c2ccc(=O)n(C)c2)ccc1O
→ ·	·	·	16	0	-1	2	5
O=c1[nH]c(CN2CCN(S(=O)(=O)c3ccc4ccccc4c3)CC2)nc2ccccc12
→ ·	13	·	17	-18	7	23	-6
O=C(CC1CC1)N1CC(=O)N2[C@H](CO)[C@H](c3ccc(-c4cccnc4)cc3)[C@@H]2C1
→ ·	3	·	-2	·	-4	-19	11
O=C(Nc1cccc(Cl)c1)c1cc([N+](=O)[O-])ccc1N1CCN(CCO)CC1
→ 0	3	5	-12	·	2	9	8
O=C(Nc1cc(Cl)ccn1)C1(c2ccccc2)CC1(Cl)Cl (stereo unspecified)
→ -11	1	2	0	8	2	9	·
C[C@H]1CN([C@@H](C)CO)C(=O)c2cc(NC(=O)CCN3CCOCC3)ccc2O[C@@H]1CN(C)Cc1ccc(Cl)c(Cl)c1
→ 1	-1	-14[16.7 µM]	·	·	2	-5	-3
